D3 ag: D3 dopamine receptor (human) agonism; D3R DiscoveRx beta-arrestin cells, luminescence, 90 min; max activation, %; 0.58% of 410,000 active; in the data active means max activation above about 30%; further: 0% is about no effect; mostly tested at two doses, the higher about 12 µM
Target sequence (P35462 whole entry, looked up): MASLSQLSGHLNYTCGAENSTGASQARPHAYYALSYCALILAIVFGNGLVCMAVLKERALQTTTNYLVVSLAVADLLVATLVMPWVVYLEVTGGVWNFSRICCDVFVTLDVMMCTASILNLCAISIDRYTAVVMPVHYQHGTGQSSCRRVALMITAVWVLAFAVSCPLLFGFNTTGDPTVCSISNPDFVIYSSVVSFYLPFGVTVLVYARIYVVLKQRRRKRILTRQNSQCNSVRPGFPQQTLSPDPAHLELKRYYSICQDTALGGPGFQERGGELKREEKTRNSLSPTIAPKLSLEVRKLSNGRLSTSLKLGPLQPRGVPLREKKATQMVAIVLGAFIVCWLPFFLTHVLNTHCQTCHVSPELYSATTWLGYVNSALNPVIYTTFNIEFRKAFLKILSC
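Cells at 1500/well, incubated overnight, then treated with pinned compounds (dopamine as control) for 90 min at 37 degrees C. DiscoveRx reagent added for 30 - 60 minutes at room temperature; luminescence read.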
PTHR1 agonist: PTHR1 (human) receptor agonism; Q03431; HEK293 GP2 PTHR1 cells, GloSensor cAMP luminescence, 1 h; Potency, µM (titrated, usually from 115 µM), without a hit: top-dose activation, usual class: activators; 0.075% of 410,000 active; AID 743266; further: potency means the concentration at half of the fitted maximal effect; nearly all actives have a fitted effect of over 55% in size; some results filed as inactive show a strong effect at the top dose; inactives centre near -15; many of its hits are not listed in these tables
Target sequence (Q03431 whole entry, looked up): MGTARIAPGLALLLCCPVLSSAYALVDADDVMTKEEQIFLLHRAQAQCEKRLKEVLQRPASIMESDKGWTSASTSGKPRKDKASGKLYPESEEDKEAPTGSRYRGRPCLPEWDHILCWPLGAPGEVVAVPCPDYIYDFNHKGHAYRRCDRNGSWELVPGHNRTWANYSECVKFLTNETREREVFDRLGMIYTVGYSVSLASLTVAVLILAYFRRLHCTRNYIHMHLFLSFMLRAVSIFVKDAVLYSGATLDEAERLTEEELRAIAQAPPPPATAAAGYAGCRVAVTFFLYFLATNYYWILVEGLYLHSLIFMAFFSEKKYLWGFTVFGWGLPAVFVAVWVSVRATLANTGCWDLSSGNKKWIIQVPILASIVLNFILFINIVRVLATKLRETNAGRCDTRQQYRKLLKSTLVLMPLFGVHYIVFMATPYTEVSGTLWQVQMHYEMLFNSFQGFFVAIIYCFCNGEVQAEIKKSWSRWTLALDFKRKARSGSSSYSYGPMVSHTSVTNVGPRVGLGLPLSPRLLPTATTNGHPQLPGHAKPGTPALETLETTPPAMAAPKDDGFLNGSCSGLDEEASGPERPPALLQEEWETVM
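HEK-293-derived GP2 cells expressing PTHR1 and a GloSensor cAMP reporter, 3,000/well, plated overnight, given luciferin plus IBMX (each 0.5 mM as added) for 1 h at 37 °C, then compound for 1 h at 37 °C. Luminescence was read after 15 min at room temperature.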
aSyn yeast inh: rescues yeast growth from alpha-synuclein toxicity; Potency, µM (highest dose often 46.1 µM), without a hit: at the highest dose growth rescue (activation), most hits filed as activators; AID 652106; 0.14% of 370,000 active; Yeast expressing alpha-synuclein, growth rescue, BacTiter-Glo, 24 h; further: potency means the concentration at half of the fitted maximal effect; % of control where 0% means no effect; nearly all actives have a fitted effect of over 65% in size
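Screening used galactose-induced yeast with toxic alpha-synuclein levels, exposed to compound for 24 hr at 30 deg C. Cell growth, read with BacTiter-Glo luminescence, gave the measured signal.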
GLP1R inv ag: inverse agonists of human GLP-1 receptor; P43220; HEK293 GLP-1R CRE-luciferase, luminescence, 24 h; GLP-1R form is constitutively active; Potency, µM (top dose mostly 38.3 µM), for inactives: top-dose activity change, negative = inhibition, hits mostly inhibitors; 1.6% of 410,000 active; AID 624417; further: potency means the concentration at half of the fitted maximal effect; on the % scale 0 is the no-effect control and ±100 the full control effect; nearly all actives have a fitted effect of over 55% in size
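Constitutively active GLP-1R drives a cAMP-responsive luciferase in stably transfected HEK293 cells; test compounds are added after overnight (12 h) attachment and left 24 hr, and signal loss in luminescence marks inhibition.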
GLP1R ag: agonists of human GLP-1 receptor. P43220. HEK293 GLP-1R CRE-luciferase, luminescence, 4-6 h; cells express a hypersensitive GLP-1R form. Potency, µM (highest dose often 45.6 µM), without a hit: at the highest dose activation, usual class: activators. 0.007% of 380,000 active. AID 624172; further: potency means the concentration at half of the fitted maximal effect; % of control where 0% means no effect
GLP1R cytotox: cytotoxicity in counter-screen for GLP-1R inverse agonists; HEK293 cAMP-luciferase reporter cells, luminescence, 24 h; Potency, µM (highest dose often 38.3 µM), without a hit: at the highest dose activity change, negative = inhibition, most hits filed as inhibitors; 0.13% of 410,000 active; AID 624418;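 further: loss of luciferase light is scored as toxicity; potency means the concentration at half of the fitted maximal effect; on the % scale 0 is the no-effect control and ±100 the full control effect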
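Step one: seed cells (200 cells/uL, DMEM with 10% Nu serum, 1% pen-strep). Step two: 12-hour incubation at 37 deg C. Step three: pin 23 nL compound, incubate 24 hr. Step four: add luciferase reagent, read luminescence 12 min later.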
KB-V1 cytotox: KB-V1 MDR subline cytotoxicity; KB-V1 MDR cells viability, CellTiter-Glo, 72 h; AID 1347076; Potency, µM (doses to about 46.1 µM), without a hit: at the top dose activity change, negative = cytotoxicity, actives largely listed as cytotoxic; 3.4% of 400,000 active; further: potency means the concentration at half of the fitted maximal effect; on the % scale 0 is the no-effect control and ±100 the full control effect; nearly all actives have a fitted effect of over 60% in size
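Cytotoxicity toward P-gp-expressing KB-V1 cells was determined as loss of CellTiter-Glo luminescence after 72 h at 37 degrees C. Compounds were tested in quantitative HTS format across a concentration range, with curves fitted to normalized data.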
DRD3 antagonist: blocks the human D3 dopamine receptor. D3R cells, DiscoveRx beta-arrestin luminescence, antagonist mode; hits give low values. 2.5% of 360,000 active. AID 652054. max response, negative = inhibition, %; in the data active means max response below about -50%; inconclusive means no clear call, values can overlap the other calls; further: on the % scale 0 is the no-effect control and ±100 the full control effect; mostly tested at two doses, the higher about 12 µM
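Cells expressing the human receptor were seeded at 1500 cells/well, incubated overnight at 37 degrees C in 5% CO2, then exposed to library compounds with dopamine controls for 90 minutes at 37 degrees C before luminescent detection.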
TDP43 rescue: rescues yeast growth from TDP-43 toxicity; 1.8% of 410,000 active; TDP-43 expressing yeast growth rescue, BacTiter-Glo, 24 h; Potency, µM (titrated, usually from 46.1 µM), inactives show top-dose growth rescue (activation), hits mostly activators; further: potency means the concentration at half of the fitted maximal effect; % of control where 0% means no effect; nearly all actives have a fitted effect of over 50% in size
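Growth rescue of TDP-43-toxic yeast measured as ATP luminescence (BacTiter-Glo). Cells grown to mid-log in raffinose, induced in galactose at OD600=0.02, exposed to compound 24 hr at 30 deg C.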
Numbers without * were called inactive; i = inactive; ? = inconclusive; · = no result given; & = joins results of further samples; [ ] = dose if it differs, or a comment. Unless noted, the call rests on the fitted dose curve; in most records, active means well fitted curve in the direction sought with a large enough effect; inconclusive means small, poorly fitted or top-dose-only effect, or another doubt; inactive means no such curve, though single readings can be large; an effect the other way counts as inactive or inconclusive. A portion of the library (hit frequency here may not be typical).

SMILES | D3 ag | PTHR1 agonist | aSyn yeast inh | GLP1R inv ag | GLP1R ag | GLP1R cytotox | KB-V1 cytotox | DRD3 antagonist | TDP43 rescue
CCOC(=O)C(NC(=O)c1ccc(OC)cc1)(OCC1(CC)COC1)C(F)(F)F (stereo not drawn) | -10.4 | -24.0%[57.5 µM] | -0.8% | 0.0% | -5.7% | 0.3% | -16.6% | 4.1 | -9.5%
O=C(Nc1nc(COc2ccccc2)cs1)C12CC3CC(CC(C3)C1)C2 | -4.1 | -24.2% | 0.9% | ? | 6.1% | -5.7% | 0.0% | 11.4 | -18.1%
CCOC(=O)Cn1c2[n+](c3ccccc31)CC(O)CS2 (stereo not drawn) | -0.8 | i | -7.4% | 9.4% | 0.4% | 1.8% | 15.5% | 21.3 | -3.5%
CCOC(=O)c1c(NC(=O)COC(=O)c2nc(Cl)ccc2Cl)sc(C(=O)NC)c1C | 2.3 | i | -4.2% | 56.8%[activator] | 14.1% | 1.0% | 9.2% | 4.9 | -9.7%
N#CCCN(C(=O)COC(=O)CNC(=O)c1ccc(-c2ccccc2)cc1)c1ccc(F)cc1 | 3.9 | i | 1.7% | 0.7% | -1.6% | -5.2% | ? | -6.4 | 21.3%
CC(C)c1cccc(C(C)C)c1NC(=O)COc1nncc2ccccc12 | 0.2 | i | 4.5% | -8.0% | 1.0% | 31.1%[activator] | ? | 3.2 | -14.0%
CCCN(CC(=O)Nc1cc(Cl)ccc1Cl)C(=O)c1ccccc1SCC(=O)N1CCCC1 | -2.1 | -5.1% | -3.0% | -17.2% | 1.9% | 18.5% | -12.6% | -7.0 | -8.2%
CCOc1ccc(C(=O)CCC(=O)N(CC)CC(=O)NCc2cccs2)cc1 | -7.0 | -7.1% | -1.8% | -2.3% | 2.8% | 5.1% | 0.4% | -15.2 | -9.4%
CCC(=O)Nc1ccc(NC(=O)CSc2nnc(C(C)C)n2C)cc1 | 1.1 | -0.9%[57.5 µM] | -2.4% | 21.3% | 2.1% | -5.1% | 0.0% | 21.1 | -19.4%
CC(C)CC(=O)Nc1ncc([N+](=O)[O-])s1 | -8.4 | -24.1% | ? | ? | 0.2% | -21.6% | -8.6% | ? | 4.6%
CCNC(=O)c1cnc2sc(N3CCCCCC3)nn2c1=O | 11.6 | -16.4% | · | 6.9% | · | 1.4% | · | · | 21.1%
COc1ccc(CNC(=O)CCc2c(C)nc3c4cccnc4nn3c2C)cc1 | -7.0 | ? | · | -5.2% | · | 2.3% | -4.1% | · | 0.0%
O=C(c1ccc2c3c(cccc13)CC2)C1CCCN(Cc2cccnc2)C1 (stereo not drawn) | -26.0 | -7.7% | 3.1% | ? | 21.1% | 6.7% | -3.8% | -19.5 | -1.0%
CC(C)CNC(=O)c1cccc(NC(=O)c2ccccc2-c2ccccc2C(=O)O)c1 | 11.2 | i | 0.1% | 18.7% | -0.5% | -21.8% | 25.4% | ? | 4.0%
O=C1Cc2cc([N+](=O)[O-])ccc2N1c1c(Cl)cccc1Cl | -1.1 | -5.8% | 3.1% | 10.7% | -0.5% | 10.4% | 13.3% | -7.1 | 20µM*
CCC1SC(N)=NC1=O (stereo not drawn) | 6.8 | i | -0.5% | 4.9% | -8.8% | -3.4% | 6.8% | 0.0 | 0.6%
CCNc1oc(-c2cccc3ccccc23)nc1C#N | 0.6 | i | -0.4% | 9.6% | 9.4% | 150.3%[activator] | 10.7% | 4.0 | 21.2%
Cc1onc(-c2ccccc2Cl)c1C(=O)NCc1nc(-c2ccc(C(F)(F)F)cc2)no1 | -1.9 | -8.0% | 1.6% | 10µM* | 13.9% | 16.1% | ? | 5.0 | 8.5%
O=C(Nc1ccc(NC(=O)c2ccco2)cc1)c1ccco1 | -0.4 | i | -2.3% | 20.1% | -3.5% | -7.0% | -16.2% | -10.5 | -7.3%
CCn1c(C(O)c2cc(OC)c(OC)c(OC)c2)nc2ccccc21 (stereo not drawn) | 9.6 | -0.1% | 1.8% | -0.3% | -2.6% | -7.2% | 8.9% | 13.9 | -8.6%

Overlap with the part before: two entries; new compounds follow.
SMILES | D3 ag | PTHR1 agonist | aSyn yeast inh | GLP1R inv ag | GLP1R ag | GLP1R cytotox | KB-V1 cytotox | DRD3 antagonist | TDP43 rescue
O=C(Nc1ccc(NC(=O)c2ccco2)cc1)c1ccco1 | -0.4 | i | -2.3% | 20.1% | -3.5% | -7.0% | -16.2% | -10.5 | -7.3%
CCn1c(C(O)c2cc(OC)c(OC)c(OC)c2)nc2ccccc21 (stereo not drawn) | 9.6 | -0.1% | 1.8% | -0.3% | -2.6% | -7.2% | 8.9% | 13.9 | -8.6%
Cc1cccc(NC(=O)c2cnc3scc(C)n3c2=O)c1 | -4.2 | -57.2%[inhibitor] | -6.9% | 6.0% | 6.7% | 24.0% | 20.8% | 1.0 | 0.0%
O=C1c2ccccc2C(=O)N1OCCOCCOCCBr | -1.2 | 11.6%[57.5 µM] | 3.6% | -0.9% | 0.8% | 2.2% | 6.9% | -14.3 | -5.0%
CC(NC(=O)c1ccc(S(=O)(=O)NCc2ccco2)cc1)c1ccc(F)cc1 (stereo not drawn) | 0.2 | i | 9.2% | -20.1% | 4.3% | -1.3% | 16.4% | 9.7 | 17.1%
Cc1ccc(Nc2ccccc2N)cc1 | -3.4 | -37.1%[inhibitor] | 4.7% | -3.7%[0.307 µM] | -5.5% | 1.1%[0.307 µM] | ? | -8.8 | ?
FC(F)(F)c1ccc(C2[C@H]3CN(Cc4ccc(-c5ccccc5)cc4)[C@H](c4ccccc4)C34CC2(c2cccnc2)C4)cc1 (stereo partly drawn) | -2.2 | i | 11.2% | 1.1% | -5.0% | 9.1% | -1.6% | 23.7 | 2.1%
COc1ccccc1-c1nnc2sc(-c3cc4ccccc4o3)nn12 | 8.6 | i | 10.3% | ? | 8.1% | -39.8% | ? | -10.2 | 29.1%
Cc1ccc(-c2cc3c(n2-c2ccc(C)cc2)CC(C)(C)CC3=O)cc1 | -9.4 | ? | · | 2.6% | · | 1.9% | ? | · | 0.2%
CCN(C(=O)C1CCCN(c2ncnc3c2nc2n3CCCCC2)C1)c1cccc(Cl)c1 (stereo not drawn) | -1.7&5.1 | -45.0%&-59.4%[inhibitor] | -14.5% | ? | 15.2% | -10.1%&-4.3% | -17.0%&-20.4% | 27.6 | 25.1µM*
O=C(Nc1cc2ccccc2oc1=O)C1CCCCC1 | 12.8 | -52.2%[inhibitor][57.5 µM] | -7.2% | 21.9% | 9.3% | 5.3% | 13.7% | -12.1 | -15.1%
O=C(Nc1ccccc1N1CCOCC1)c1cc(-c2ccncc2)nc2ccccc12 | 15.7 | -4.2% | 3.3% | -20.6% | 12.5% | -26.8% | 18.4µM* | 63.8 | ?
COCCn1c(SCC(=O)c2cc(C)n(C)c2C)nc2ccccc2c1=O | 3.9 | -38.3%[inhibitor] | 2.4% | 75.4%[activator] | 19.3% | 0.8% | ? | 11.9 | 15.1%[9.22 µM]
CCOc1cc(NC(=S)NCC(C)C)c(OCC)cc1NC(=O)c1cccs1 | 2.9 | -37.7%[inhibitor] | 0.8% | 0.0% | 1.1% | 3.6% | -10.8% | -18.8 | 22.2%
CCOc1ccc(NC(=O)CCNC(=O)c2ccc(Br)cc2)cc1 | -8.7 | -17.3% | -8.4% | 25.6% | 10.2% | -6.2% | ? | -11.1 | -23.5%
O=C(COc1ccc(Cl)cc1Cl)NC(=O)N1CCCCC1 | -30.7 | -76.3%[inhibitor][57.5 µM] | 4.5% | ? | -0.6% | -15.9% | -2.4% | ? | 30.0%
C=CCC[C@H](Cc1ccc(F)cc1)C(=O)OC[C@H]1CCCN1C(=O)[C@@H](CC=C)CC(=O)NCCO | 17.6 | -14.3% | 2.9% | 6.7% | 2.6% | 6.3% | 0.0% | 12.6 | -1.8%
O=C(N[C@@H](Cc1ccccc1)C(=O)OCc1ccccc1)c1nc[nH]c1C(=O)NC(c1ccccc1)c1ccccc1 | 3.3 | -28.2% | -5.2% | ? | -5.7% | 7.7% | -1.9% | 0.0 | -1.7%
C=CCOc1c(Br)cc(/C=C2/C(=O)ON=C2C)cc1OC | -18.1 | i | 2.1% | -24.7% | 5.6% | -10.8% | -1.4% | -1.3 | 24.1%
O=C(COc1ccccc1Cl)N(Cc1ccco1)Cc1ccco1 | 1.4 | i | · | ? | · | 3.0% | · | · | 20.0%
O=C(CCCCCN1C(=O)[C@@H]2Cc3ccccc3CN2C1=O)Nc1ccccc1Cl | -4.8 | -23.1% | 0.0% | 12.6% | 0.8% | -1.4% | 6.1% | 5.1 | 17.7%
Cc1ccc(NC(=O)c2ccc(OC(=O)COc3ccc(Cl)c(C)c3)cc2)cc1 | 5.4 | i | -0.1% | 15.1% | -13.4% | -17.3% | -4.7% | 16.2 | 2.6%
Cn1c(=O)c2sccc2n2c(CCC(=O)Nc3ccc(F)cc3)nnc12 | 1.7 | i | · | 0.6% | · | 0.6% | 8.8% | · | 18.4%
Cc1noc(C)c1COc1cccc(C(=O)OCCOc2ccc(F)cc2)c1 | -1.2 | -82.2%[inhibitor][57.5 µM] | -0.3% | 10µM* | 11.0% | 17.9% | ? | 0.0 | 7.9%
Cc1cccc(C)c1NC(=O)COC(=O)c1cccc2c1C(=O)c1ccccc1C2=O | 0.8 | -34.0%[inhibitor] | -0.3% | 53.1%[activator] | 9.0% | -2.8% | ? | 15.3 | -0.6%
COc1cc(CC(=O)OCC(=O)Nc2cc(S(=O)(=O)N3CCCC3)ccc2Cl)cc(OC)c1OC | -2.7 | -65.9%[inhibitor] | · | -14.1% | -0.8% | 16.8% | -4.0% | 25.6 | 0.7%
Cc1c(OC(=O)c2ccc([N+](=O)[O-])cc2)c2c(c[n+]1C)COC(C)(C)OC2 | -1.8 | -16.9%[57.5 µM] | -6.8% | 6.4% | 1.0% | 6.1% | 15.5% | -22.4 | -5.2%
COc1ccc(N2CCN(C(=O)c3cc(=O)c4cc(C)ccc4o3)CC2)cc1 | -40.0 | -14.2% | 12.8% | 13.7% | 7.3% | 10.7% | -13.4% | -13.5 | ?
